HTR2A ag – mouse HTR2A agonism via beta-arrestin recruitment; activation, % at 7.6 µM; P35363; CHO-K1 mHTR2A beta-arrestin complementation, luminescence; percent of 30 µM serotonin response; 0.66% of 360,000 active;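 active = activation above a run cutoff, the mean activation of all tested compounds plus 3 SD, cut at about 14% in these data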;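 note: 0% = plate median of compound wells and 100% = 30 µM serotonin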
NR2E3 ag-1 – activates human photoreceptor nuclear receptor NR2E3; Q9Y5X4; GST-NR2E3/biotin-RetCOR TR-FRET, 1536-well; inhibition of corepressor binding, % at 4.78 µM; 0.12% of 320,000 active; AID 2300;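 active = percent inhibition above the cutoff of mean plus 3 SD of all tested compounds, set per screening campaign, cut at about 20% in these data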;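 note: 0% = DMSO wells and 100% = biotin wells as full block of FRET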
Target sequence (Q9Y5X4 whole entry, looked up): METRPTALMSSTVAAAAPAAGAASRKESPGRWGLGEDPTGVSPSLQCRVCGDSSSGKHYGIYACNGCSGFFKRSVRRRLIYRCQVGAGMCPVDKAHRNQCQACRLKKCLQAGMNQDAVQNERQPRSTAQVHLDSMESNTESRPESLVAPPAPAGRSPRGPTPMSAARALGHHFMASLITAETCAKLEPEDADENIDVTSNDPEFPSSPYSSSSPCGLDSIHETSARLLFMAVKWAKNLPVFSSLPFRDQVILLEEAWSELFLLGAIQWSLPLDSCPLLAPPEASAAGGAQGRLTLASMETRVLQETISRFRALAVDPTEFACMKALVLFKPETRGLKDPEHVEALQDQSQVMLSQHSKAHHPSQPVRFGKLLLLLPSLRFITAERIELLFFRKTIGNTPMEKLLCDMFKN
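Test system – NR2E3–RetCOR corepressor complex · Quantity – NR2E3 fusion 1.35 nM · Buffer or medium – Tris pH 7.5 · Incubation – Compound–protein incubation for 5 h at 4 °C · Technique – TR-FRET, Eu(K)-anti-GST donor, streptavidin-D2 acceptor, ex 340, em 617/671 nm · Evaluation – percent inhibition of 671/617 nm emission ratio versus biotin and DMSO controls · Plate – 1536-well format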
NR2E3 ag-2 – human photoreceptor-specific nuclear receptor agonism; CHO-S Gal4-NCOR/VP16-NR2E3 two-hybrid, luciferase; inhibition of corepressor binding, % at 3.98 µM; 0.35% of 360,000 active; AID 602229;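 active = inhibition above the mean of all tested compounds plus 3 SD, cut at about 70% in these data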;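 note: 0% = DMSO with NR2E3 transfected cells and 100% = cells lacking NR2E3 construct; higher means lower luciferase signal from less NR2E3 corepressor binding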
Shn3 3UTR inh – inhibitors of Schnurri-3 3'UTR reporter in osteoblasts; Clone20 osteoblast Shn3 3'UTR firefly luciferase, 24 h; inhibition, % at 12.5 µM; 0.52% of 360,000 active;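 active = mean inhibition of at least 75% with every replicate also reaching 75%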;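 note: 0% = median of neutral control wells and 100% = pilot-screen positive control compound; some compounds past the cut are filed as inactive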
Peg3 promoter – reduces Peg3 promoter-driven luciferase expression in HeLa; HeLa PEG-Prom luciferase reporter, luminescence, overnight; inhibition, % at 20 µM; 1.7% of 360,000 active;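 active = inhibition of at least 50% at 20 µM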
hiPSC survival – enhancers of human iPSC single-cell survival; hiPSC single-cell survival, ATPlite luminescence; 100% = ROCK inhibitor wells, 0% = DMSO; survival enhancement, % at 20 µM; 0.044% of 360,000 active; AID 602274; in the data active = survival enhancement above about 18%;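 note: cells exposed to compounds for 16 hours before the ATP read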
HIF-2a block – HIF-2a inhibition; 786-0 RCC cells HIF-2a reporter, luciferase luminescence, overnight; inhibition, % at 18.8 µM; 0.72% of 360,000 active; AID 624352;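 active = inhibition of the luminescence signal of 40% or more relative to plate controls, in a single-dose primary screen at 18.75 µM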
CaV13 ICDI inh – Disruptors of the CACNA1D IQ motif to Ca2+-dependent inactivation inhibitor domain association, primary screening, Förster resonance energy transfer in intact living …; inhibition, % at 12.3 µM; AID 743397; 0.098% of 340,000 active; HEK cells, CFP/YFP FRET ICDI-IQ, plate reader, 10 min; percent FRET-ratio fall versus neutral wells;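 active = mean replicate inhibition of at least 30% and at least 1% of replicates passing that level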;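 note: 0% = median of the neutral control wells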
MITF TRPM1 inh – inhibitors of MITF-driven TRPM1 promoter in melanoma cells | SK-MEL-5 TRPM1 promoter luciferase, 24 h | inhibition, % at 12.5 µM | 0.83% of 330,000 active | AID 488899;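 active = mean inhibition across replicates of 60% or more, whatever share of single replicates reaches that level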; note: values of inactives mirror those of a sister screen read the other way
H9c2 protect – modulators protecting cardiomyocytes from myocardial damage | AID 588492 | H9c2 cardiomyocytes, H2O2 injury protection, ATPLite, 2 h | protection from H2O2 cell death, % at 20 µM | 0.63% of 360,000 active;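 active = compounds giving at least 50% protection of heart cells from peroxide-induced death in the single-dose screen, raw or plate-pattern-corrected value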;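 note: 0% = DMSO wells with peroxide and 100% = DMSO wells without peroxide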
PDI turbidity – inhibitors of human protein disulfide isomerase | 0.052% of 350,000 active | inhibition, % at 10 µM | PDI insulin aggregation turbidity, A650, 90 min | AID 588391;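 active = mean inhibition across replicates of 30% or more, whatever share of single replicates reach that level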;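 note: absorbance from insulin aggregation driven by PDI reduction with DTT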
Target sequence (P07237 whole entry, looked up): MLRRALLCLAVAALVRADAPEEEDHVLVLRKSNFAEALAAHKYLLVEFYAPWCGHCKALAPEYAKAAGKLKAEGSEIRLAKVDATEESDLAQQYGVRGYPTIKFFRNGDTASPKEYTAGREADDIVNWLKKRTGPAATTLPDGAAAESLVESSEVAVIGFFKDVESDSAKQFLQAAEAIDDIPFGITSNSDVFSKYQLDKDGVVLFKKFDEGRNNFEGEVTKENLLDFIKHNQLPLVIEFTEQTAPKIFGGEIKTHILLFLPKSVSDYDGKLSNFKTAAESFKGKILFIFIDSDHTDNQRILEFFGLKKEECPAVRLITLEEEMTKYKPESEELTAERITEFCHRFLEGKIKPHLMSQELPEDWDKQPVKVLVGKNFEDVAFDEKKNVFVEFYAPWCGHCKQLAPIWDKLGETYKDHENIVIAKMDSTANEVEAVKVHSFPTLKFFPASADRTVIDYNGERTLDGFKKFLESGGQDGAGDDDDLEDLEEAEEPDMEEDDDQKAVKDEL
The depositor's hits bear a star; nt = no result given. Random draw from the library. Share with any hit: about 3.9%.

SMILES | HTR2A ag | NR2E3 ag-1 | NR2E3 ag-2 | Shn3 3UTR inh | Peg3 promoter | hiPSC survival | HIF-2a block | CaV13 ICDI inh | MITF TRPM1 inh | H9c2 protect | PDI turbidity
COc1ccccc1CN1CCN(C(c2ccccc2)c2ccccc2)CC1 | -10 | 4 | 3 | 15 | -2 | -0.2 | 16 | -2 | -6 | -9 | 14
Cc1nnc(NC(=O)C(C)Sc2nnc(-c3ccco3)n2C)s1 (configuration not stated) | 2 | -2 | -19 | 2 | -5 | -0.3 | 4 | -3 | 7 | 0 | -53
CC(=O)NCCNC(=O)CNC(=O)c1ccc(Cl)cc1 | 6 | 0 | 5 | -1 | -3 | 1.0 | -2 | -13 | 4 | 8 | -9
CN(C(=O)c1ccncc1)c1nnc(-c2cnccn2)s1 | 4 | 2 | -2 | -20 | 3 | -2.7 | -10 | -2 | -8 | 0 | 6
Cc1c(NC(=O)Nc2cccc(C#N)c2)c(=O)n(-c2ccccc2)n1C | 5 | 1 | -1 | 5 | 10 | -0.6 | 3 | -19 | -1 | -1 | -1
O=C(OCC(=O)N1CCN(Cc2ccccc2)CC1)c1ccc(Cl)cc1 | -2 | 0 | -9 | 2 | 9 | 0.5 | 18 | -4 | -14 | -3 | -7
COc1cccc(-c2cc(C(=O)Nc3ccc(OC)c(OC)c3)no2)c1 | 3 | 2 | -28 | 3 | -18 | -3.3 | -66 | -9 | -13 | 2 | 6
O=C(CSC1=NS(=O)(=O)c2ccccc2N1)Nc1ccc(F)cc1 | -3 | 0 | 15 | -8 | 1 | -0.1 | 1 | -3 | -2 | -1 | -12
COC(=O)c1cccc(C(=O)Nc2cnc3ccccc3c2)n1 | -2 | -3 | -72 | -47 | -84 | 4.0 | -148 | nt | -16 | 44 | 6
CC1(C)CN=C(NC2CCCCC2)S1 | 11 | -1 | -4 | -16 | 6 | 0.1 | 13 | -7 | -13 | 4 | -1
CONc1nc2nonc2nc1NOC | 1 | 2 | -2 | 0 | 18 | 0.6 | 2 | -5 | 8 | 5 | -22
Cc1ccsc1CN(C)CC(=O)Nc1ccc([N+](=O)[O-])cc1Cl | 2 | 3 | -21 | 15 | -15 | 1.6 | -56 | -4 | -11 | 5 | 2
CC1C(=O)N(c2ccc(S(=O)(=O)N(C)C)cc2)C1(/C=C/c1ccccc1)C(=O)NC1CCCC1 (configuration not stated) | -10 | -4 | -9 | 15 | 8 | -2.8 | 11 | -3 | -11 | -3 | 0
O=C1CC(c2cccnc2)c2cc3c(cc2N1)OCCO3 (configuration not stated) | -1 | 2 | -20 | 11 | 3 | -0.1 | 25 | -7 | nt | -6 | 12
COc1ccccc1NC(=O)CCSc1nnc(-c2ccncc2)o1 | 13 | -2 | 4 | -3 | 9 | -0.4 | 7 | -17 | -1 | 2 | -5
COc1ccc(C(=O)Nc2ccc(NC(=O)c3cccs3)cc2)cc1[N+](=O)[O-] | 3 | -2 | 8 | 2 | -2 | -0.6 | 8 | -5 | 4 | 0 | 0
COc1ccc(/C=N/NC(=O)c2ccc3c(c2)NC(=O)C(C)(C)O3)cc1OC | 1 | 1 | -24 | -2 | 11 | 1.2 | 16 | -4 | 5 | 31 | 9
CCS(=O)(=O)c1nc(S(=O)(=O)c2ccc(C)cc2)c(NCc2ccccn2)s1 | -1 | -1 | -16 | 0 | 12 | 2.4 | 3 | -1 | 8 | 9 | -2
COc1ccc(Cl)cc1NC(=O)Cn1nc(-c2ccc(C)cc2)n(C)c1=S | -1 | 0 | 3 | 21 | 20 | -0.8 | 26 | -5 | 24 | -6 | -5
CC(C)N(Cc1ccccc1)C(=O)CN1C(=O)NC2(CCOc3ccccc32)C1=O (configuration not stated) | -7 | nt | 8 | 6 | 11 | -2.3 | 22 | -2 | -1 | -6 | 1
Cc1cccc(C)c1NC(=O)CSc1ncnc2nc[nH]c12 | 6 | 1 | -14 | -8 | -1 | 3.1 | 4 | -7 | -7 | 14 | -4
O=C(Nc1cccnc1)c1cccc(F)c1 | 2 | 0 | -16 | -1 | -2 | -1.7 | 13 | -3 | -4 | -6 | -1
Cc1ccc(/C=C/C(=O)NCc2cccs2)o1 | 4 | -1 | 16 | 25 | -23 | -1.2 | -35 | -2 | -5 | 6 | -2
Nc1ccn(C2OC(CO)C(O)C2F)c(=O)n1 (configuration not stated) | -2 | nt | -13 | -7 | 4 | -0.1 | -12 | -12 | nt | -4 | nt
COc1cccc(C2CC(c3cccs3)=NN2C(=O)CCC(=O)O)c1OC (configuration not stated) | 0 | 3 | -1 | -14 | -25 | 0.3 | -25 | -2 | -13 | -5 | -3

Compounds above containing a Cl atom, in the order listed:
SMILES | HTR2A ag | NR2E3 ag-1 | NR2E3 ag-2 | Shn3 3UTR inh | Peg3 promoter | hiPSC survival | HIF-2a block | CaV13 ICDI inh | MITF TRPM1 inh | H9c2 protect | PDI turbidity
CC(=O)NCCNC(=O)CNC(=O)c1ccc(Cl)cc1 | 6 | 0 | 5 | -1 | -3 | 1.0 | -2 | -13 | 4 | 8 | -9
O=C(OCC(=O)N1CCN(Cc2ccccc2)CC1)c1ccc(Cl)cc1 | -2 | 0 | -9 | 2 | 9 | 0.5 | 18 | -4 | -14 | -3 | -7
Cc1ccsc1CN(C)CC(=O)Nc1ccc([N+](=O)[O-])cc1Cl | 2 | 3 | -21 | 15 | -15 | 1.6 | -56 | -4 | -11 | 5 | 2
COc1ccc(Cl)cc1NC(=O)Cn1nc(-c2ccc(C)cc2)n(C)c1=S | -1 | 0 | 3 | 21 | 20 | -0.8 | 26 | -5 | 24 | -6 | -5

Looked up above.
CC1(C)CN=C(NC2CCCCC2)S1 in hiPSC survival = 0.1
CC(=O)NCCNC(=O)CNC(=O)c1ccc(Cl)cc1 in HIF-2a block = -2
COc1ccc(/C=N/NC(=O)c2ccc3c(c2)NC(=O)C(C)(C)O3)cc1OC in Peg3 promoter = 11

(cont.)
SMILES | HTR2A ag | NR2E3 ag-1 | NR2E3 ag-2 | Shn3 3UTR inh | Peg3 promoter | hiPSC survival | HIF-2a block | CaV13 ICDI inh | MITF TRPM1 inh | H9c2 protect | PDI turbidity
O=C(Cc1cn2ccsc2n1)NCc1ccccc1 | -6 | 1 | -1 | 24 | 0 | -1.2 | -10 | -7 | 5 | 5 | 3
CC(=O)Nc1ccc(OCC(O)Cn2cncn2)cc1 (configuration not stated) | 1 | 5 | -4 | -17 | 6 | 0.0 | 19 | -21 | 1 | 4 | 22
COc1cccc(CN2CCC(C(=O)N3CCN(c4ccccc4F)CC3)CC2)c1OC | 2 | 2 | 10 | -3 | 0 | 0.1 | 12 | -6 | 5 | -2 | 5
COCCOc1ccc(C(F)(F)F)cc1NC(=O)CN1C(=O)NC2(CCCc3ccccc32)C1=O (configuration not stated) | 0 | nt | 36 | -3 | 13 | -0.4 | 14 | -6 | 11 | -3 | 4
COc1ccc(C2C(C(=O)/C=C/c3ccco3)=C(O)C(=O)N2CCN2CCOCC2)cc1 (configuration not stated) | -5 | 1 | -31 | -12 | 1 | -0.5 | 16 | -3 | 5 | 1 | 1
COc1ccc(NC(=O)c2cc(Cl)ccc2Cl)c([N+](=O)[O-])c1 | 1 | -2 | 2 | -12 | 3 | -0.6 | 9 | -3 | -4 | 2 | -2
CC1=CC(C)(C)n2c(O)c(N=N)c3c(C)ccc1c32 | 4 | -4 | -13 | 9 | 18 | -0.4 | 22 | 7 | -1 | -12 | -1
O=[N+]([O-])c1cc(C(F)(F)F)ccc1Sc1nccn1Cc1ccccc1 | -2 | 2 | 24 | -4 | 13 | 1.6 | 7 | -5 | 6 | -1 | 3
COC(=O)c1oc2ccc(Cl)cc2c1N | -2 | 3 | -12 | -6 | -151 | -1.4 | -135 | 0 | -32 | -13 | 8
O=C(C=C1NCCN1)c1ccccc1 | -1 | -1 | -10 | -9 | -20 | -0.4 | -23 | 5 | nt | 0 | -2
CCN(C(=O)c1ccc(S(C)(=O)=O)cc1)C12CC3CC(CC(C3)C1)C2 | -1 | -2 | -21 | 2 | 11 | 1.2 | 16 | -4 | -17 | 3 | 11
O=C(/C=C\c1ccc(-c2cccc([N+](=O)[O-])c2)o1)N1CCOCC1 | -6 | 9 | -72 | -48 | -167 | -1.3 | -190 | -4 | -88 | 4 | 3
CCOC(=O)C1CCN(Cc2cnc(Oc3ccc(N)cc3)s2)CC1 | 14 | -1 | 11 | 12 | 3 | 0.0 | 4 | -3 | -6 | 7 | 4
COc1ccc(F)cc1C(=O)C1CCCN(Cc2cccn2-c2ccccn2)C1 (configuration not stated) | -4 | 4 | -8 | 32 | 19 | 1.8 | 15 | -3 | 18 | -9 | -1
COc1ccc(NC(=O)CCSc2ccc(C)cc2)cc1 | 0 | 0 | -8 | -21 | -23 | 1.1 | -34 | -4 | 10 | -2 | 1
CCCCC(=O)Nc1nnc(SCC(=O)Nc2ccc(OC)cc2)s1 | -1 | 2 | -8 | 0 | -15 | -0.4 | -1 | nt | -8 | 0 | -4
COc1ccc(S(=O)(=O)N(CC(=O)NCCC(C)C)c2ccccc2)cc1OC | 6 | 5 | 21 | 12 | 15 | -0.8 | 1 | -5 | -4 | -5 | 1
COc1ccccc1-c1cnc(C(O)c2cc(Cl)cc(Cl)c2)[nH]1 (configuration not stated) | -4 | nt | -9 | -6 | 35 | -1.9 | -5 | -9 | nt | -4 | 14
Clc1ccccc1CNCc1ccc2c(c1)OCO2 | -2 | nt | -9 | -8 | -69 | 0.6 | -118 | -10 | nt | 0 | 2
Cc1ccc(S(=O)(=O)Nc2cccc3cccnc23)cc1 | -8 | 2 | 97* | 27 | 109* | -2.2 | 81* | -6 | 83* | 24 | 16
CN1CCN(C(CNS(=O)(=O)c2ccc(F)cc2)c2cccnc2)CC1 (configuration not stated) | 0 | 3 | -7 | -2 | 28 | -2.2 | 9 | -5 | 4 | 4 | -3
O=C(Cn1[nH]c(=O)c2ccccc2c1=O)NC1CCCCCC1 | -3 | 2 | -45 | -49 | -59 | -1.4 | -102 | nt | -3 | 78* | 4

Two consecutive entries from above:
SMILES | HTR2A ag | NR2E3 ag-1 | NR2E3 ag-2 | Shn3 3UTR inh | Peg3 promoter | hiPSC survival | HIF-2a block | CaV13 ICDI inh | MITF TRPM1 inh | H9c2 protect | PDI turbidity
O=C(Cc1cn2ccsc2n1)NCc1ccccc1 | -6 | 1 | -1 | 24 | 0 | -1.2 | -10 | -7 | 5 | 5 | 3
CC(=O)Nc1ccc(OCC(O)Cn2cncn2)cc1 (configuration not stated) | 1 | 5 | -4 | -17 | 6 | 0.0 | 19 | -21 | 1 | 4 | 22

Screening data (PubChem BioAssay)
